Growth percent in the NCI-60 one-dose screen (48 h, 10 µM unless noted): 100 = growth as untreated, 0 = no growth, -100 = all killed.
HCC-2998 – HCC-2998 colon cancer; actives 4.7% (n = 79,000)
OVCAR-4 – OVCAR-4 ovarian cancer cells. AID 1794784. actives 3.7% (n = 80,000)
OVCAR-3 – OVCAR-3 ovarian cancer. actives 7% (n = 79,000)
SW-620 – SW-620 colon cancer; actives 5.2% (n = 82,000)
OVCAR-5 – OVCAR-5 ovarian cancer; AID 1794783; actives 2.9% (n = 82,000)
PC-3 – PC-3 prostate cancer cells. actives 3.9% (n = 80,000)
DU-145 – DU-145 prostate cancer | actives 4.2% (n = 81,000)
KM12 – KM12 colon cancer cells; actives 5% (n = 82,000); AID 1794800
OVCAR-8 – OVCAR-8 ovarian cancer; actives 4.4% (n = 81,000)
An asterisk follows results filed as active; · = no result given; & = joins results of further samples; [ ] = another dose, or the depositor's remark. How the source made its calls: active means growth percent below 10; inactive means the rest.

SMILES	HCC-2998	OVCAR-4	OVCAR-3	SW-620	OVCAR-5	PC-3	DU-145	KM12	OVCAR-8
c1ccc(NCc2ccc3c(c2)OCO3)cc1	112&102	108&106	105&103	101&102	98&110	94&96	108&111	102&103	98&98
Cc1nn(-c2ccc(Br)cc2)c2nc3c(nc12)c(=O)oc1ccccc13	93	104	130	99	94	103	129	108	·
COc1ccc(CC(Cc2ccc(OC)c(OC)c2)NC=O)cc1OC	·	110	103	102	98	97	115	109	97
CN1CCN(Cc2ccc(NC(=O)c3cncc(C#Cc4cnc5ccc(N6CCOCC6)nn45)c3)cc2C(F)(F)F)CC1	-33*	-20*	·	-19*	-20*	-7.1*	-85*	-46*	-38*
C/C(=N\O)c1ccc(NC(=O)CSc2nnc([C@H](C)c3ccc(CC(C)C)cc3)o2)cc1	115	104	99	118	94	101	108	102	106
C=C1C(=O)O[C@H]2[C@H]1CC/C(COC(=O)/C=C/c1cccnc1)=C\CC[C@@]1(C)O[C@@H]21	95	32	-6.3*	-32*	59	58	13	79	41
CN(C)C(C#N)C(=O)c1ccccc1 (stereo not drawn)	100	109	112	111	116	90	106	98	104
Cc1cc(C(=O)Nc2ccccc2C(F)(F)F)c(C)o1	98	105	105	104	105	96	102	102	102
Cc1nc(N)nc(SCc2ccccc2)c1Br	117	86	107	104	111	84	104	99	90
O=C(CCc1nnc(COc2ccccc2)o1)c1nc2ccccc2[nH]1	86	103	111	115	100	95	112	104	97
CC1CNC(=S)SSC(=S)N1 (stereo not drawn)	84	102	119	111	113	99	104	108	90
NS(=O)(=O)c1ccc(NC(=O)Nc2nccs2)cc1	109	104	103	98	107	104	107	104	103
N#CC1=C(N)Oc2[nH]c(=S)sc2C1c1c[nH]c2ccccc12 (stereo not drawn)	106	85	98	81	113	77	107	91	91
Cn1cnc2c1c(=O)[nH]c(=O)n2C	105&106	99&105	107&118	103&105	105	96&95	110&110	106&108	109
NC(=O)CCn1c2ccc(-n3ccnc3)cc2c2ccc(CCC(=O)O)cc21	96[100 µM]	93[100 µM]	112[100 µM]	95[100 µM]	107[100 µM]	90[100 µM]	111[100 µM]	101[100 µM]	94[100 µM]
CC(C(N)=O)C(=O)c1ccccc1 (stereo not drawn)	104	105	106	102	102	96	108	105	97
COc1cccc2cc(C(=O)CSc3nc4ccccc4c(=O)n3-c3ccccc3)c(=O)oc12	106	86	90	95	86	76	97	94	77
CC(C)(C)Nc1c(-c2ccc(-c3ccccc3)cc2)nc2ncccn12	81	59	73	93	91	68	81	58	91
COc1ccc2oc(=O)cc(C3c4ccc([nH]4)C(c4cc(=O)oc5ccc(OC)cc45)c4ccc([nH]4)C(c4cc(=O)oc5ccc(OC)cc45)c4ccc([nH]4)C(c4cc(=O)oc5ccc(OC)cc45)c4ccc3[nH]4)c2c1 (stereo not drawn)	30	0.3*	-85*	-64*	3.1*	30	-19*	1.1*	-11*
BrC1[C@H](c2c[nH]c3ccccc23)c2c([nH]c3ccccc23)[C@H]1c1c[nH]c2ccccc12 (stereo partly drawn)	97	80	77	79	100	61	92	67	94
CCCCOc1ccc(Nc2nc3ccccc3nc2Nc2ccc(OCCCC)cc2)cc1	106	94	69	96	128	60	88	87	92
Cc1c(C(N)=O)sc2[nH]c(=O)n(Cc3ccccc3)c(=O)c12	104	104	101	100	86	92	111	106	103
CS(=O)(=O)c1ccc2c(c1)c1c(n2C(=O)c2ccc(Cl)cc2)CCCC1	60	66	·	14	50	23	36	30	35
N=c1c2c(-c3ccccc3)c(-c3ccccc3)oc2ncn1NC(=O)c1cccnc1	118	101	111	106	109	94	106	96	98
CC(=O)O[C@H]1CC2CCC3C(CC[C@@]4(C)C3C[C@H]([N+]3(C)CCCCC3)[C@@H]4OC(C)=O)[C@@]2(C)C[C@@H]1[N+]1(C)CCCCC1 (stereo partly drawn)	101	109	113	102	109	93	109	117	96

A stretch from the list above:
SMILES	HCC-2998	OVCAR-4	OVCAR-3	SW-620	OVCAR-5	PC-3	DU-145	KM12	OVCAR-8
CS(=O)(=O)c1ccc2c(c1)c1c(n2C(=O)c2ccc(Cl)cc2)CCCC1	60	66	·	14	50	23	36	30	35
N=c1c2c(-c3ccccc3)c(-c3ccccc3)oc2ncn1NC(=O)c1cccnc1	118	101	111	106	109	94	106	96	98
CC(=O)O[C@H]1CC2CCC3C(CC[C@@]4(C)C3C[C@H]([N+]3(C)CCCCC3)[C@@H]4OC(C)=O)[C@@]2(C)C[C@@H]1[N+]1(C)CCCCC1 (stereo partly drawn)	101	109	113	102	109	93	109	117	96

Carrying on:
SMILES	HCC-2998	OVCAR-4	OVCAR-3	SW-620	OVCAR-5	PC-3	DU-145	KM12	OVCAR-8
O=C(OCC(O)C(=O)NC12CC3CC(CC(C3)C1)C2)c1cccc(Br)c1 (stereo not drawn)	114	98	109	99	101	90	105	107	96
O=C(O)C1=NN(c2ccc(S(=O)(=O)O)cc2)C(=O)C1	·	100	108	100	102	103	102	102	100
CCOc1ccc(C2OCCC(C)O2)cc1OC (stereo not drawn)	103	110	104	105	95	99	116	109	123
CC(C)(C)c1cc(Cl)c(O)c(CNCCO)c1	104	104	111	86	112	112	113	111	110
COc1cccc(C(=O)C(CCC#N)c2ccccc2)c1 (stereo not drawn)	100	97	111	111	101	100	121	110	97
O=C1C(Cl)=C(NCCCCCCNC2=C(Cl)C(=O)c3ccccc3C2=O)C(=O)c2ccccc21	103	22	47	73	110	82	104	98	78
Nc1ncnc2c1C(c1ccccc1Cl)c1ccc3ccccc3c1O2 (stereo not drawn)	101	96	98	91	110	79	99	94	96
CC(=O)c1cc(N2CCCC2)ccc1NC(=O)c1cccc(OC(F)(F)F)c1	100	98	108	99	107	67	101	94	91
Cc1cccc(Nc2nc(N)nc(N)c2N=O)c1	85	·	90	102	83	·	91	92	113
COCC1(c2nc3cc(F)ccc3c(-c3ccccc3)c2-c2nn[nH]n2)CCCC1	104	98	111	101	101	96	104	101	102
COc1ccccc1Oc1ccc(N=Cc2ccc(C)cc2)cc1	109	95	108	102	102	96	106	104	95
CC(=O)n1nc(C(=O)OC(C)C(C)(C)C)c2ccccc21 (stereo not drawn)	100	86	99	101	79	95	97	94	92
Cc1cc(C)c(CC(=O)O)c(C)c1	111	95	104	102	103	103	101	103	102
O=C1/C(=C/c2cc(F)ccc2F)N=C2SCCCN12	95	103	113	101	98	91	106	98	98
COc1ccc(C2=NN(c3ccc(S(N)(=O)=O)cc3)C(c3ccc(Cl)cc3)C2)c(O)c1 (stereo not drawn)	61	51	59	76	78	28	99	41	55
COc1ccc(/C(C)=C(/c2ccc(O)cc2)c2ccc(OCCN(C)C)cc2)cc1	100	95	·	100	92	90	101	100	95
Cc1ccc(Cl)cc1NC(=O)OCCN(C)C(=O)Nc1cc(Cl)ccc1C	103	78	101	100	95	77	108	101	90
COc1ccc(N=Nc2c(N)nn3c(N)c(C#N)c(-c4ccc(Cl)cc4)nc23)cc1	74	74	80	97	87	51	92	73	78
CCCCc1ccccn1	104	102	107	100	100	97	116	105	119
COc1ccc(C(=O)C[C@]2(O)C(=O)Nc3c(Cl)ccc(Cl)c32)cc1	23	48	9.6*	21	52	34	22	48	33
C=C(C)[C@@H]1CC[C@]2(COS(C)(=O)=O)CC[C@]3(C)[C@H](CC[C@@H]4[C@@]5(C)CCCNC(C)(C)[C@@H]5CC[C@]43C)[C@@H]12	16	96	92	4.9*	92	68	42	26	92
Nc1nc(-c2cnccn2)nn1-c1nc2ccccc2s1	101	98	108	105	104	99	106	101	100
NCCCNc1nc2ccccc2c2c(=O)c3cccc(Cl)c3sc12	-94*	38	-52*	-79*	50	44	-14*	-73*	-16*
CCCCCCCCn1cc[n+](C)c1	77	62	82	89	102	97	100	81	78
CC(C)CCC[C@@H](C)C1CCC2C3CCC4=C/C(=N/OCCN(C)C)CC[C@]4(C)C3CC[C@@]21C (stereo partly drawn)	81	88	89	91	84	57	92	87	104
(list continues)
SMILES	HCC-2998	OVCAR-4	OVCAR-3	SW-620	OVCAR-5	PC-3	DU-145	KM12	OVCAR-8
CCCCCC1C(C#N)=C(N)Oc2cc(O)ccc21 (stereo not drawn)	100	81	88	82	111	81	99	78	98
CCc1ccc(C2=C/C(=C/c3ccc(F)cc3)C(=O)N2CCc2ccc(S(N)(=O)=O)cc2)cc1	100	94	94	98	97	72	105	88	93
CCN(CC)CCCC(C)Nc1cc(O)cc2cccnc12 (stereo not drawn)	96	84	90	97	105	87	113	105	101
O=C(N/N=C1/C2C[C@@H]3C1C3C2C(=O)O)c1ccncc1 (stereo partly drawn)	97	108	109	101	100	93	111	106	85
Cc1ccc(=O)n(-c2ccc(C3=NCCC3)cc2)c1	107	103	107	101	106	88	105	103	92
CC(C)COC(=O)/C=C(\CC(=O)OCC(C)C)C(=O)OCC(C)C	80	97	122	110	100	98	124	114	96
O=S(=O)(c1ccc(Br)cc1)N1CCN(c2nccc(-c3c(-c4cccc(F)c4)nc4sccn34)n2)CC1	97	68	98	97	105	84	78	96	86
COc1ccc(Nc2nc(N)nc3c(=O)[nH]ccc23)cc1	107	111	113	99	107	82	114	104	107
NNc1ncnc2cccc(Cl)c12	104	114	119	104	97	93	112	106	95
CS(=O)(=O)Nc1ccc(C(=O)N/N=C/c2ccc(O)cc2)cc1	112	102	·	101	97	107	104	99	105
COc1cc2nc(SCc3n[nH]c(=S)n3C(=O)c3ccc(Br)cc3)n(-c3ccc(Cl)cc3)c(=O)c2cc1OC	112	94	·	100	101	92	101	99	98
CC(=O)OCC1OC(OC(C)=O)C(OC(C)=O)C(OC(C)=O)C1OC(C)=O (stereo not drawn)	101&111	104&97	107&110	105&102	112&101	104&105	102&107	100&109	100&97
CCC(CC)C(O)(C(=O)O)C(CC)CC	102	105	108	105	106	95	103	103	103
c1cc(Cc2ccsc2)cs1	109	108	110	106	111	99	107	101	104
CCOC(=O)c1nc2cc(C#N)ccn2c1C(=O)c1cccs1	104	113	113	103	93	90	104	110	102
CSc1nc(-c2cccs2)c2c(N)nn(S(=O)(=O)c3ccc(Cl)cc3)c2n1	97	98	112	97	88	85	102	96	98
Oc1ccccc1-c1nc2ccccc2s1	98&94	86	95&109	103&99	97&98	87&113	108&115	82&89	103
COc1nc(=O)n(C2OC(CO)C(O)C2O)cc1C (stereo not drawn)	97	102	125	102	97	92	116	100	107
Nc1nc(N)c(N=Nc2ccc(C(=O)O)cc2)c(=O)[nH]1	·	108	105	114	101	86	127	103	97

Quoted from the listing (17 entries):
SMILES	HCC-2998	OVCAR-4	OVCAR-3	SW-620	OVCAR-5	PC-3	DU-145	KM12	OVCAR-8
CC(C)CCC[C@@H](C)C1CCC2C3CCC4=C/C(=N/OCCN(C)C)CC[C@]4(C)C3CC[C@@]21C (stereo partly drawn)	81	88	89	91	84	57	92	87	104
CCCCCC1C(C#N)=C(N)Oc2cc(O)ccc21 (stereo not drawn)	100	81	88	82	111	81	99	78	98
CCc1ccc(C2=C/C(=C/c3ccc(F)cc3)C(=O)N2CCc2ccc(S(N)(=O)=O)cc2)cc1	100	94	94	98	97	72	105	88	93
CCN(CC)CCCC(C)Nc1cc(O)cc2cccnc12 (stereo not drawn)	96	84	90	97	105	87	113	105	101
O=C(N/N=C1/C2C[C@@H]3C1C3C2C(=O)O)c1ccncc1 (stereo partly drawn)	97	108	109	101	100	93	111	106	85
Cc1ccc(=O)n(-c2ccc(C3=NCCC3)cc2)c1	107	103	107	101	106	88	105	103	92
CC(C)COC(=O)/C=C(\CC(=O)OCC(C)C)C(=O)OCC(C)C	80	97	122	110	100	98	124	114	96
O=S(=O)(c1ccc(Br)cc1)N1CCN(c2nccc(-c3c(-c4cccc(F)c4)nc4sccn34)n2)CC1	97	68	98	97	105	84	78	96	86
COc1ccc(Nc2nc(N)nc3c(=O)[nH]ccc23)cc1	107	111	113	99	107	82	114	104	107
NNc1ncnc2cccc(Cl)c12	104	114	119	104	97	93	112	106	95
CS(=O)(=O)Nc1ccc(C(=O)N/N=C/c2ccc(O)cc2)cc1	112	102	·	101	97	107	104	99	105
COc1cc2nc(SCc3n[nH]c(=S)n3C(=O)c3ccc(Br)cc3)n(-c3ccc(Cl)cc3)c(=O)c2cc1OC	112	94	·	100	101	92	101	99	98
CC(=O)OCC1OC(OC(C)=O)C(OC(C)=O)C(OC(C)=O)C1OC(C)=O (stereo not drawn)	101&111	104&97	107&110	105&102	112&101	104&105	102&107	100&109	100&97
CCC(CC)C(O)(C(=O)O)C(CC)CC	102	105	108	105	106	95	103	103	103
c1cc(Cc2ccsc2)cs1	109	108	110	106	111	99	107	101	104
CCOC(=O)c1nc2cc(C#N)ccn2c1C(=O)c1cccs1	104	113	113	103	93	90	104	110	102
CSc1nc(-c2cccs2)c2c(N)nn(S(=O)(=O)c3ccc(Cl)cc3)c2n1	97	98	112	97	88	85	102	96	98

Assay outcomes deposited in PubChem by NCI.

Rows were taken by chance. About 10% of those tested had a hit in this group.
